ZTA counter: counter-screen for EBNA-1 inhibitors: inhibitors of Epstein-Barr virus ZTA. 0.15% of 320,000 active. AID 2234. ZTA-DNA binding, fluorescence polarization. inhibition, % at 11 µM; in the data active means inhibition above about 33%
GLD-1 RNA inh: GLD-1-TGE RNA interaction inhibition (C. elegans). purified GLD-1 + fluorescein TGE RNA, fluorescence polarization. inhibition, % at 5.96 µM. 0.44% of 320,000 active;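 active means percent inhibition above a per-plate cutoff, the plate mean of test compounds plus 3 SD, cut at about 30% in these data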;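 further: 0% = DMSO wells with GLD-1 and probe and 100% = wells lacking GLD-1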
Target sequence (Q17339 whole entry, looked up): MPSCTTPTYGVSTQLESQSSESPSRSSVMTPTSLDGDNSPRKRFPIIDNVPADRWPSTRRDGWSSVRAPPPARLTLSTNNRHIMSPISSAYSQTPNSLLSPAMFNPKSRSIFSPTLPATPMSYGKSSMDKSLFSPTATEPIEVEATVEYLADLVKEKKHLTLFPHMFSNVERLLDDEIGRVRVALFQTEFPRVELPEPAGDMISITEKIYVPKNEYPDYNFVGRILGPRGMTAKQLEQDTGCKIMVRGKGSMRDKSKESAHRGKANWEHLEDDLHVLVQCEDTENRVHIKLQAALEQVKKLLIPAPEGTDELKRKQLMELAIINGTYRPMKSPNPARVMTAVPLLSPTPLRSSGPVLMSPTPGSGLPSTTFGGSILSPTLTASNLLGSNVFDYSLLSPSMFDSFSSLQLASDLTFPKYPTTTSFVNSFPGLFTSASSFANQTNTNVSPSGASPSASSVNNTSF
CR mimetic SO: lowers age-related superoxide in aged yeast cells. superoxide response (% of plate mean), % at 10 µM. 0.18% of 330,000 active. S. cerevisiae aged cells, superoxide DHE fluorescence; hits give low values;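 active means superoxide response under a set limit, about three screen SD below normal, cut at about 65% in these data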;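 further: yeast aged for seven days with compound at 30 °C before DHE staining; 100% = average MFI of all compound-treated wells on the plate with controls excluded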
Bcl-xL primary: inhibitors of human Bcl-xL. Q07817. 0.7% of 320,000 active. GST-Bcl-xL / FITC-Bim BH3 peptide fluorescence polarization. inhibition, % at 10.9 µM. AID 2129;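 active means inhibition above the mean of all tested compounds plus 3 SD, cutoff set per campaign, cut at about 30% in these data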;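 further: 0% = DMSO wells and 100% = unlabeled Bim-BH3 peptide competitor; inhibitors lower millipolarization by displacing the labeled peptide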
Fam108B inh: Fam108B inhibition, counter-screen for RBBP9 inhibitors | 0.33% of 300,000 active | recombinant Fam108B, FP-Rh probe fluorescence polarization | AID 1947 | inhibition, % at 9.51 µM;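 active means inhibition above the screen mean inhibition plus 3 SD, computed separately per campaign, cut at about 18% in these data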;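 further: inhibitors lower polarization as less probe binds the enzyme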
MCL1-BIM inh: inhibitors of human MCL1 binding to BIM-BH3 peptide; AID 2057; inhibition, % at 10.9 µM; Q07820; GST-MCL1 / FITC-Bim-BH3 fluorescence polarization; 0.68% of 320,000 active;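 active means inhibition above the mean inhibition of all tested compounds plus 3 SD, set per campaign, cut at about 40% in these data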;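 further: 0% = DMSO wells and 100% = unlabeled Bim-BH3 peptide control; higher means more loss of mP so more displacement of Bim peptide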
Efflux pump mplx: inhibitors of Candida antifungal efflux pumps expressed in yeast. inhibition, % at 10 µM. 0.44% of 330,000 active. S. cerevisiae Candida pump triplex, Nile Red efflux. AID 485275;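 active means plate passing quality check with inhibition over a set limit, or well fluorescence over plate mean plus 4 SD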;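 further: Nile Red retained in pooled yeast measured as flow cytometry median fluorescence; 0% = buffer negative control and 100% = Enniatin B positive control; higher means more Nile Red kept so more efflux inhibition; some compounds called inactive have numbers as strong as hits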
EBNA-1 inh: blocks EBNA-1 binding to DNA; EBNA-1 DNA binding, fluorescence polarization; inhibition, % at 14.8 µM; 0.34% of 300,000 active; AID 1950; in the data active means inhibition above about 28%
MEX-5 binding: C. elegans MEX-5 TCR-2 RNA binding activity | MEX-5/FITC-TCR2 RNA binding, fluorescence polarization; hits give low values | activity score (negative = inhibition of binding), % at 10 µM | 0.38% of 300,000 active;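 active means inhibition past about -25% in most replicates, and total fluorescence under double the plate's negative control median, limit read from the data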;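 further: 0% = DMSO and -100% = 5 µM competing unlabeled TCR2 RNA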
Target sequence (Q9XUB2 whole entry, looked up): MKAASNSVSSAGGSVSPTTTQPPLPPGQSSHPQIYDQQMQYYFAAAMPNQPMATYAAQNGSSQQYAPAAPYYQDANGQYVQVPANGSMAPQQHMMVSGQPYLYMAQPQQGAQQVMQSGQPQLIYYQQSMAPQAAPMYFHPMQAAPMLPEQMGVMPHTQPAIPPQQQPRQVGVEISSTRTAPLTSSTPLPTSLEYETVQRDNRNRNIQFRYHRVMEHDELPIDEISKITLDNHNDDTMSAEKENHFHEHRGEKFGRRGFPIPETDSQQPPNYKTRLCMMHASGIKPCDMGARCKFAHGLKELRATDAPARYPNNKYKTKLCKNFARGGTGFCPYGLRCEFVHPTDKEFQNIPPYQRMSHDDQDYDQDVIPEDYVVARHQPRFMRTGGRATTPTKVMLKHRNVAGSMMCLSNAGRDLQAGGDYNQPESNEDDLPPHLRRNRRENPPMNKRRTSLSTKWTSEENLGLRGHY
* = called active by the depositor; x = no result given.

SMILES	ZTA counter	GLD-1 RNA inh	CR mimetic SO	Bcl-xL primary	Fam108B inh	MCL1-BIM inh	Efflux pump mplx	EBNA-1 inh	MEX-5 binding
CCCOC1CCCN(C(=O)c2ccc(OC3CCN(C(=O)COC)CC3)cc2)C1 (centres undefined)	-19	-1	90	-2	6	-5	0.6	-14	-0.5
COc1ccc(Nc2cc(Nc3cccc(OC)c3)ncn2)cc1	12	-3	109	2	9	-8	2.3	-11	0.4
CCOCCCNC(=O)C(NC(=O)Cc1cccs1)c1ccccc1 (centres undefined)	-2	6	102	3	-1	3	0.0	3	-1.1
COc1ccc(C)cc1N(C(=O)c1ccc(C#N)cc1)C1=NC(C)(C)CS1	3	-2	101	3	-3	-6	-0.3	3	3.6
CC12CC3CC(C)(C1)CC(C(=O)NCc1cccnc1)(C3)C2	4	4	97	3	-4	7	0.1	-3	0.9
COc1cc(NC(=O)c2cc(OC)c(OC)c(OC)c2)ccc1NC(=O)c1cccs1	-10	-2	97	3	2	4	-0.1	1	0.7
O=C(NC1CCCCCC1)C1CCN(S(=O)(=O)N2CCC3(CC2)OCCO3)CC1	-3	5	94	2	0	5	0.0	3	-0.1
NS(=O)(=O)c1ccc(NC(=O)COC(=O)c2cc3ccccc3oc2=O)cc1	15	1	102	4	2	0	-0.1	0	1.7
CC1(C)CC(=O)C2=C(C1)OC(N)=C(C#N)C2c1ccsc1 (centres undefined)	-30	5	115	3	2	1	0.0	-6	-1.8
COc1ccc2nc(-c3ccccc3)cc(C(=O)OCC(=O)N3CCCCC3)c2c1	11	2	108	0	x	5	0.1	x	x
CCCCC(=O)N1CCN(c2nc3ccc(F)cc3s2)CC1	0	0	121	4	-1	-7	0.3	-9	-1.4
CCOC(=O)c1sc(=S)n(C)c1NC(=O)c1ccccc1	0	1	89	5	-2	4	0.1	6	4.2
COc1cc(OC)cc(C(=O)OC/C(O)=C(\C#N)c2nc3ccccc3[nH]2)c1	2	-5	96	0	1	-5	-0.1	3	0.0
Nc1cc(=O)[nH]c(SCC(=O)Nc2ncc(C(F)(F)F)cc2Cl)n1	-2	7	116	3	-1	5	-0.1	9	-0.7
COc1ccccc1NC(=O)N1CCCC1C(=O)Nc1ccc2c(c1)OCO2 (centres undefined)	2	-2	88	-3	-4	-1	0.2	-3	2.0
COc1ccccc1C1SCCN1C(=O)c1ccc([N+](=O)[O-])cc1 (centres undefined)	8	2	109	3	1	6	0.1	0	0.7
Cc1cc(C)c2c(=O)n(CC(=O)Nc3cccc(F)c3)sc2n1	2	3	113	4	4	6	0.1	15	1.5
CCOC(=O)Nc1ccc2c(c1)nc1n2CCN(CCOC)C1	-13	-1	109	11	0	9	0.1	-10	-2.3
O=S(=O)(c1ccc(NC(=S)NCCC(c2ccccc2)c2ccccc2)cc1)N1CCOCC1	-5	4	103	-3	-48	3	-0.1	2	-0.4
CCc1nnc(NC(=O)CSc2nnc(C)c(=O)n2N)s1	-14	0	112	3	-4	3	-0.1	-1	0.2
Cc1ccnc(NS(=O)(=O)c2ccc(N3C(=O)Nc4ccccc4N3O)cc2)c1	-11	1	136	0	0	3	0.1	1	0.7
O=C(NCCOC(=O)c1ccc(C(=O)OCCNC(=O)c2cccnc2)s1)c1cccnc1	8	4	118	-4	0	-2	-0.1	10	1.2
O=C(CSc1ccccn1)Nc1ccc(Cl)cn1	-3	10	86	6	0	4	0.0	0	-2.2
COc1ccc(NC(=O)CCCc2ccc(OC)c(C)c2)cc1	-6	2	108	-3	-4	-8	0.4	-6	2.5
CCc1ccc(NC(=O)Cn2c3[n+](c4c(F)c(F)ccc42)CCCCC3)cc1	0	-2	110	-12	0	-22	0.4	-13	0.1
CC1CCCCC1NC(=S)NC(=O)c1sc2ccccc2c1Cl (centres undefined)	6	1	103	0	-2	-5	0.0	3	0.3
CCOC(=O)C1CCN(C(=O)c2cc(S(=O)(=O)N3CCc4ccccc43)ccc2OC)CC1	7	9	96	3	-1	-1	-0.1	7	3.5
Cn1[nH]c(CSc2ccc(Cl)cc2)cc1=O	-28	10	75	3	0	6	-0.3	-9	1.7
CC(C)(C)NS(=O)(=O)c1ccc(CCC(=O)O)cc1	6	9	81	5	2	4	-0.1	0	-0.2
CN(C)C(=O)c1cn(-c2ccccc2)nc1-c1cc2ccccc2oc1=O	-14	2	106	0	-1	-4	0.2	-7	-1.0
O=C(N/N=C/c1ccoc1)c1cc(Br)ccc1O	-5	9	97	6	4	26	-0.1	14	1.0
Cc1cccc(NC(=O)Nc2ccccc2)n1	-8	0	91	4	-1	-6	0.0	1	-0.2
CC(=O)Oc1ccc2c(=O)oc(-c3ccccc3)nc2c1	-5	9	99	6	9	2	-0.2	4	2.3
COCCn1c(SCC(=O)NCc2ccco2)nc2cccnc21	11	8	103	6	0	3	0.0	7	1.2
CC(OC(=O)c1ccc(Cl)cc1)C(=O)NCc1ccc2c(c1)OCO2 (centres undefined)	8	0	132	4	x	8	0.1	x	x
CN(CC(=O)NCc1ccc(F)cc1)CC(=O)Nc1ccc(Cl)c(C(F)(F)F)c1	8	-4	114	-2	-3	1	0.0	-16	-0.2
C/C(=N\NC(=O)C(O)c1ccccc1)c1ccc(C)s1 (centres undefined)	-7	11	104	8	1	8	0.0	-11	1.8
Cc1c(Cl)cccc1-n1c(SCC(=O)NCc2cccs2)nnc1-c1ccncc1	-5	3	99	-4	1	-2	0.0	9	1.0
Cc1oc(C(=O)O)cc1CSCc1cc(C(=O)O)c(C)o1	-9	9	75	11	4	19	-0.1	0	-6.4
Cc1c(-c2ccn[nH]2)cc(NC(=O)c2ccc(Cl)cc2)c(=O)n1N	-8	-2	99	4	-3	12	0.0	-6	1.8
Cc1ccc(S(=O)(=O)N2[C@@H](c3ccccc3F)C(C(=O)O)=CC[C@H]2c2ccc(Cl)cc2)cc1	-1	1	84	2	-4	8	0.1	5	x
CN1CCN(/N=C/c2ccc(-c3ccc([N+](=O)[O-])cc3Cl)o2)CC1	-3	-42	90	-34	5	-46	0.3	-11	8.6
COc1ccc(NC(=O)CSCC(=O)Nc2sccc2C#N)cc1	5	-4	101	13	5	7	0.0	-4	1.3
Cc1ccccc1CN1CCNC(=O)C1CC(=O)NC1CCCCCCC1 (centres undefined)	-4	-1	107	14	3	12	0.0	-6	6.5
CCCn1nnnc1SCC(=O)Nc1ccc(F)cc1	18	9	87	3	-1	6	-0.1	8	1.9
O=C1C2C3C=CC(C4CC34)C2C(=O)N1c1cccc2ccccc12 (centres undefined)	1	-2	113	-2	-3	-19	0.3	-8	4.2
COC(=O)CC1=NN(c2ccccc2)C(=O)/C1=C\c1ccc(OC)cc1	-6	9	95	7	0	0	0.4	10	1.3
Cc1ccc(C(=O)Nc2nc3ccc(S(C)(=O)=O)cc3s2)cc1C	-4	-2	99	5	-1	0	0.0	144*	-2.0
Cc1ccccc1NC(=S)NCC1CCN(C(C)c2ccccc2)C1 (centres undefined)	9	1	99	2	-4	7	0.0	8	-1.3
CN(C)c1ccc(NC(=O)C(=O)NCCOc2ccccc2)cc1	-8	6	127	4	-1	5	-0.1	-4	0.2
COc1ccc(C(=O)Nc2ccc(Br)cn2)cc1S(=O)(=O)N1CCOCC1	2	0	101	3	x	0	-0.1	x	x
CCCCOc1ccc(C(O)C(CN2CCOCC2)c2ccccc2)cc1 (centres undefined)	1	3	108	-2	2	-11	0.0	10	2.7
CC(C)CCn1c(CN2CC(C)OC(C)C2)nc2c1c(=O)n(C)c(=O)n2C (centres undefined)	9	-1	99	11	2	4	0.1	-2	-1.4
CCn1c(COc2ccc(Cl)cc2)nnc1SC1CCc2ccccc2C1=O (centres undefined)	6	0	111	-15	1	-14	0.3	-9	-2.1
O=C(NNC(=O)C1CCN(S(=O)(=O)c2ccc(Cl)cc2)CC1)c1ccncc1	14	-5	109	1	0	-2	-0.3	8	0.7
O=c1c2ccccc2nc(-c2ccco2)n1/N=C/c1ccccc1O	-5	0	88	7	4	5	-0.1	6	-2.0
CCN(CC(=O)Nc1ccc2c(c1)OCCO2)C(=O)/C=C/c1ccc(OC)c(OC)c1	-1	-1	101	8	-2	10	0.0	4	0.2
O=C(CSc1ncnc2ccccc12)Nc1ccc2c(c1)OCCO2	2	4	100	4	1	7	0.0	6	3.9
O=C(NC1CCN(Cc2ccccc2)CC1)c1ccc2c(c1)OCCCO2	-21	4	99	-2	1	-10	-0.1	-6	-1.1
O=C(NC1CC(=O)N(c2cccc(F)c2)C1)C(=O)c1c[nH]c2ccccc12 (centres undefined)	-20	3	85	2	0	4	-0.4	1	2.2
(further entries)
SMILES	ZTA counter	GLD-1 RNA inh	CR mimetic SO	Bcl-xL primary	Fam108B inh	MCL1-BIM inh	Efflux pump mplx	EBNA-1 inh	MEX-5 binding
Nc1ccccc1C(=O)NC12CC3CC(CC(C3)C1)C2	7	2	113	-4	0	0	0.8	1	-2.0
COc1cc(OC)c(S(=O)(=O)NC(C)C)cc1S(=O)(=O)NC(C)C	4	-1	102	4	0	0	-0.1	-1	1.0
Cc1cccc(NC(=O)c2cc3ccccc3o2)c1	-7	4	107	-1	1	-1	0.0	-9	2.2
CCOC(=O)c1ccccc1NC(=O)CSc1nc(N)cc(N)n1	-18	7	97	7	-2	4	0.0	-1	1.8
O=C1CCCc2[nH]c(-c3ccccc3)nc21	-9	8	92	-1	-1	9	-0.4	-2	0.8
Cc1ccc(OCC(=O)Nc2cc(S(=O)(=O)N3CCOCC3)ccc2Cl)c([N+](=O)[O-])n1	0	3	95	0	-1	-5	-0.1	1	-1.3
O=C(O)c1cc(-c2cccs2)nc2ccc(F)cc12	3	-4	102	11	2	4	-0.1	1	-0.5
COc1cccc(NC(=O)C(=O)N/N=C/c2ccc3c(c2)OCO3)c1	6	4	104	6	0	9	0.0	21	-2.7
COc1ccc(-c2[nH]ncc2N=Nc2cc(C)cc(C)c2)cc1	6	-5	106	3	-2	-2	0.2	-15	-2.6
COc1ccc(CN2CCNC(=O)C2CC(=O)O)cc1OC (centres undefined)	9	1	94	0	-2	-4	-0.1	-2	1.7
CC(C)C(c1nnnn1C(C)(C)C)N1CCOCC1 (centres undefined)	7	-4	97	3	-3	2	0.4	1	x
COc1ccc(-c2nnn(CC(=O)NCc3ccc4c(c3)OCO4)n2)cc1OC	6	1	129	5	-5	0	0.0	8	-10

With a hit mark in EBNA-1 inh, of those listed so far:
| SMILES | GLD-1 RNA inh | Bcl-xL primary | MCL1-BIM inh | Efflux pump mplx | EBNA-1 inh | MEX-5 binding |
| --- | --- | --- | --- | --- | --- | --- |
| Cc1ccc(C(=O)Nc2nc3ccc(S(C)(=O)=O)cc3s2)cc1C | -2 | 5 | 0 | 0.0 | 144* | -2.0 |

Remaining list, next part.
SMILES	ZTA counter	GLD-1 RNA inh	CR mimetic SO	Bcl-xL primary	Fam108B inh	MCL1-BIM inh	Efflux pump mplx	EBNA-1 inh	MEX-5 binding
CC(NC(=O)/C(=C/c1ccc2c(c1)OCO2)NC(=O)c1cccc([N+](=O)[O-])c1)C(=O)O (centres undefined)	-4	0	93	0	-4	9	0.2	6	-0.9
O=C(NCc1ccccc1)c1c(Cl)nc(Cl)c(Cl)c1Cl	2	8	107	1	-6	-4	0.0	-3	0.5
Cc1nn(CC(=O)NCC(C)c2ccccc2)c(=O)c2cc(-c3ccccc3)nn12 (centres undefined)	15	-3	95	-1	1	3	0.1	-1	-0.4
COc1ccc(NC(=S)NC(=O)/C=C/c2cccs2)cc1	21	4	84	1	-1	4	-0.2	17	2.2
CCOc1ccc(NC(=O)Cc2ccccc2)cc1	-3	-2	94	5	-3	1	-0.1	-5	-0.2
CCn1cc(CNc2nc3nonc3nc2N2CCCCC2)cn1	4	-12	88	-2	6	2	-0.1	4	1.9
